Assay outcomes from PubChem BioAssay.
BCR signal inh – inhibitors of chronic active B-cell receptor signaling. 340,000 tested, 0.05% active. ABC-DLBCL IkBa-CBG/CBR reporter, luminescence ratio, 4 h. Potency, µM (series often up to 46.1 µM), without a hit: top-dose ratio change, negative = lower green/red ratio, usual class: inhibitors. AID 493014; active = well fitted inhibition curve with a large enough effect in the signal ratio, with a control signal flat, not every such curve was filed as active; inconclusive = small, poorly fitted or top-dose-only effect, or effect the other way, or a change in a side signal; the % refers to the signal ratio;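 note: potency is the fitted concentration of half-maximal effect; plate controls were basal doxycycline-induced cells for no effect and cells given 10 µM MG132 for full effect; MG132 reads +100%, hits lower the ratio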
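Compounds up to 46 uM were incubated four hours with TMD8 cells whose green CBG68 luciferase is fused to IkappaBalpha; red CBR luminescence normalised the signal, and concentration-effect curves were fitted to fusion, red and ratio data.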
uPA surface inh – cell surface uPA generation inhibition; cell surface uPA generation assay, qHTS; Potency, µM (titrated, usually from 38.3 µM), without a hit: at the highest dose activity change, negative = inhibition, most hits filed as inhibitors; 330,000 tested, 0.31% active; active = well fitted inhibition curve with a large enough effect; inconclusive = small, poorly fitted or top-dose-only effect; inactive = no such curve, though single readings can be large or run the other way; tested in mouse RAW 264.7 cells; note: potency is the fitted concentration of half-maximal effect; % is set by controls: 0 for no effect and ±100 for the full control effect; nearly all actives have a fitted effect of over 55% in size
TCR activator – activators of T cell receptors | primary human leukocytes, anti-CD3, IL-2 HTRF, 48 h | Potency, µM (doses to about 9.22 µM), inactives show at the highest dose activation of IL-2 secretion, most hits filed as activators | 330,000 tested, under 10 active | AID 504894; note: % of control where 0% means no effect
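1) Mix primary human leukocytes, a-CD3 beads and compound. 2) Incubate 48 hr. 3) Add HTRF IL-2 reagents (a-IL-2-K, a-IL-2-d2).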
TSHR antag – blocks TSH signaling through the human TSH receptor. P16473. TSHR-expressing cells, TSH-stimulated cAMP HTRF, 2 h; stronger effect = lower value. activity change, negative = inhibition, % at 11.5 µM. 330,000 tested, 0.2% active. AID 504810;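 active = activity change below a set negative limit, meaning inhibition stronger than a set level, cut at about -70% in these data; inconclusive = activity change between two set negative limits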; note: % is set by controls: 0 for no effect and ±100 for the full control effect
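Cell-based HTRF cAMP assay; TSHR cells + compound, TSH EC80 (4nM final), 2 h, 37 deg C. Lysis with anti-cAMP cryptate and cAMP-d2, 30 min RT, read 665/620 nm.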
USP2a inh – blocks human ubiquitin-specific protease USP2a; O75604; USP2 core, Ub-CHOP2 coupled fluorogenic reporter, 485/531; Potency, µM (top dose mostly 38.3 µM), without a hit: at the highest dose activity change, negative = inhibition, hits mostly inhibitors; 330,000 tested, 0.01% active; AID 463254;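 note: potency is the fitted concentration of half-maximal effect; plate controls were DMSO wells for no effect and full inhibition by NEM control for full effect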
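USP2 core (10nM final) preincubated 30min RT with compound in 20mM Tris-HCl pH 8.0, 2mM CaCl2, 2mM beta-mercaptoethanol, 0.05% CHAPS; 25nM Ub-CHOP2 plus 25nM reporter substrate added, fluorescence (Ex485/Em531) read after 60min.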
Tb PFK block – T. brucei PFK enzyme inhibition | T. brucei PFK, ADP-Glo luminescence | AID 485367 | Potency, µM (highest dose often 57.5 µM), without a hit: at the top dose activity, negative = inhibition, most hits filed as inhibitors | 330,000 tested, 0.17% active | O15648;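 note: potency is the fitted concentration of half-maximal effect; 0% = uninhibited 1x PFK enzyme wells and -100% = no-enzyme wells; nearly all actives have a fitted effect of over 60% in size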
Target sequence (O15648 whole entry, looked up): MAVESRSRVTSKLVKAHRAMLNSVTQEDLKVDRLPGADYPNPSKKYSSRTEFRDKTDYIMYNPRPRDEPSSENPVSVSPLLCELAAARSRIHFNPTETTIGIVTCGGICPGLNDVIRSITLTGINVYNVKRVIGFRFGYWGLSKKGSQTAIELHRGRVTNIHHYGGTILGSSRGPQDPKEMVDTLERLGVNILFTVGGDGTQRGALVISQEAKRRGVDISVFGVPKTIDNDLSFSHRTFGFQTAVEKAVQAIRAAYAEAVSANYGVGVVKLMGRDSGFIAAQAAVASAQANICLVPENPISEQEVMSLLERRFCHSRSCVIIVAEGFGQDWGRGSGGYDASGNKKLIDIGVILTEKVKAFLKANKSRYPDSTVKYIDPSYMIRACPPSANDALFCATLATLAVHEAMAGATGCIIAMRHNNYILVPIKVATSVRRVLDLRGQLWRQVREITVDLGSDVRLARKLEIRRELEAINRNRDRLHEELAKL
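1.25 nM PFK with 0.5 mM F6P and 0.1 mM ATP in 0.1 M TEA pH 8.0, 5 mM MgCl2, incubated 45 min at room temperature; ADP measured by ADP-Glo luminescence; compounds titrated up to 57 uM.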
ELG1 repair inh – ELG1-dependent DNA repair inhibition | 330,000 tested, 2.3% active | Potency, µM (highest dose often 46.1 µM), for inactives: at the top dose activity change, negative = inhibition, hits mostly inhibitors | AID 504467 | HEK293T ELG1-luciferase reporter, luminescence, 16 h; DNA damage induced by 5-fluorouridine; note: potency is the fitted concentration of half-maximal effect; % is set by controls: 0 for no effect and ±100 for the full control effect; nearly all actives have a fitted effect of over 55% in size
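Reporter activity after DNA damage by 5-fluorouridine is monitored. Compound-treated cells incubate 16 hr at 37 °C, then ONE-Glo is added for 30 min before luminescence reading.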
Mito fusion act – mitochondrial division inhibition or fusion activation; 320,000 tested, 0.23% active; Potency, µM (highest dose often 46.1 µM), without a hit: at the top dose growth rescue (activation), hits mostly activators; S. cerevisiae fusion-defective mutant growth rescue, CellTiterGlo 48 h;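 note: potency is the fitted concentration of half-maximal effect; % of control where 0% means no effect; nearly all actives have a fitted effect of over 45% in size; temperature-sensitive fusion mutants such as fzo1-1 at 37 °C on non-fermentable ethanol glycerol medium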
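Yeast fusion mutant, YPEG (non-fermentable carbon), compound, 48 h at 37C non-permissive; CellTiterGlo added, 10 min RT, luminescence read. Rescued growth = division inhibition.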
B2AR arrestin – recruits beta-arrestin to the human beta2-adrenergic receptor; 330,000 tested, 0.02% active; P07550; beta-arrestin recruitment to beta2AR, cell-based reporter; Potency, µM (highest dose often 46.1 µM), for the others: top-dose activation, usual class: activators;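 note: potency is the fitted concentration of half-maximal effect; 0% = DMSO controls and full agonism = EC100 isoproterenol or metaproterenol; nearly all actives have a fitted effect of over 65% in size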
Target sequence (P07550 whole entry, looked up): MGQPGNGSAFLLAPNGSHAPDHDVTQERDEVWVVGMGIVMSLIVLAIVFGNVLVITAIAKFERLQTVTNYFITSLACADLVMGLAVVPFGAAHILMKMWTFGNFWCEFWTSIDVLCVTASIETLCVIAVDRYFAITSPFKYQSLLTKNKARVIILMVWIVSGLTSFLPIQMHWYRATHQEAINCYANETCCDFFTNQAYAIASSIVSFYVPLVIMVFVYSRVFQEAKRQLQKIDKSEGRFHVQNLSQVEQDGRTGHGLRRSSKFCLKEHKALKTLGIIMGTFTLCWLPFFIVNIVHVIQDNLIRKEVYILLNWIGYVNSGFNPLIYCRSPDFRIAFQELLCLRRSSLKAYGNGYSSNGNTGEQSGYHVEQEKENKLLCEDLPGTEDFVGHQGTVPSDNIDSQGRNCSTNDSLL
Eya2 inh – blocks the phosphatase activity of human Eya2 | AID 488837 | recombinant Eya2, OMFP fluorescence dephosphorylation (OMFP is methylfluorescein phosphate) | 330,000 tested, 0.006% active | Potency, µM (series often up to 76.9 µM), inactives show at the top dose activity, negative = inhibition, actives largely listed as inhibitors | O00167; note: potency is the fitted concentration of half-maximal effect; % is set by controls: 0 for no effect and ±100 for the full control effect
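Eya2 (0.2 uM) preincubated 10 min at ambient with compound, then OMFP substrate added at 50 uM; 10 min reaction in 50 mM HEPES pH 7.5, 50 mM NaCl, 5 uM MgCl2, 0.05% BSA, 1 mM DTT. Fluorescence read at Ex 485/Em 525 nm.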
PTAP TSG101 blk – blocks PTAP/TSG101 interaction to inhibit HIV-1 budding; Q99816; Fluorescence polarization, FITC-PTAP peptide / Tsg101 binding; Potency, µM (titrated, usually from 115 µM), without a hit: top-dose activity change, negative = inhibition, usual class: inhibitors; 340,000 tested, under 10 active; active = well fitted inhibition curve with a large enough effect in the main read-out, with a control signal flat, not every such curve was filed as active; inconclusive = small, poorly fitted or top-dose-only effect, or effect the other way, or a change in a side signal; inactive = no such curve, though single readings can be large or run the other way; note: potency is the fitted concentration of half-maximal effect; % of control where 0% means no effect
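Fluorescence anisotropy tracks displacement of a FITC-tagged PTAP peptide (50 nM) from the Tsg101 binding domain (10 uM), following a 20 min room-temperature incubation at pH 7.5.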
Active calls of the source: *; ? = inconclusive; . = no result given; [ ] = remark or other dose. Unless noted, calls come from the whole dose curve; as a rule, active = well fitted curve in the direction sought with a large enough effect; inconclusive = small, poorly fitted or top-dose-only effect, or another doubt; inactive = no such curve, though single readings can be large; an effect the other way counts as inactive or inconclusive. Rows are unselected; about 3% have a hit in one of these screens.

SMILES | BCR signal inh | uPA surface inh | TCR activator | TSHR antag | USP2a inh | Tb PFK block | ELG1 repair inh | Mito fusion act | B2AR arrestin | Eya2 inh | PTAP TSG101 blk
Cc1cccc(N(CC(=O)NC2CCCCC2)C(=O)c2c(C)noc2C)c1 | -1% | 7% | -1% | -37 | 2% | 0% | 11% | 0% | -0.6% | 0% | -4%
CCC(=O)Nc1ccc(NC(=O)c2cccc(OC)c2)nc1 | ? | -3% | 2%[46.1 µM] | 13 | 4% | -4% | ? | 1% | 0.0% | -3% | -7%
CCn1cc(C(=O)NCCCN(C)c2ccccc2)c(=O)c2cc(S(=O)(=O)N(C)C)ccc21 | -9% | 5% | 2% | 8 | 3% | -3% | ? | -1% | -0.1% | -34% | -2%
Cn1cccc1CNCc1ccccc1Cl | ? | . | 7% | -2 | 2% | 6% | -1% | 1% | -0.3% | 2% | -6%
Cc1[nH]c2ccccc2c1C(=O)CN1CCC2(CC1)OCCO2 | 2% | -1% | 0% | -5 | 4% | -2% | 1% | -1% | -0.7% | 1% | 1%
Cc1occc1C(=O)N1CCCC(N2CCN(c3cccc(C(F)(F)F)c3)CC2)C1 (configuration not stated) | -6% | 1% | 0% | -12 | 1% | 6% | -13% | 11% | 0.5% | -1% | 3%
Cc1ccc(OCCNC(=O)c2cccc(C)c2)cc1 | 4% | 5% | -1% | -2 | 0% | 0% | 0% | 0% | 0.4% | 12% | 1%
Cc1c(OCC(=O)NC2CCN(Cc3ccccc3)CC2)ccc2c3c(c(=O)oc12)CCC3 | -8% | -4% | 1% | -14 | -8% | 1% | -1% | -19% | 0.1% | -2% | -8%
CC(=O)NC(CC(=O)OCc1ccc([N+](=O)[O-])cc1)c1ccccc1 (configuration not stated) | -6% | -1% | -2% | 6 | 1% | 0% | 9% | 3% | 0.2% | 12% | -1%
COc1ccc(C(=O)N(C)Cc2ccccn2)cc1OC1CCN(C(C)C)CC1 | 0% | 0% | 1% | 17 | -2% | 2% | 1% | -1% | 0.1% | 2% | -5%
O=C(Nc1cccc2ccccc12)NC1CCCc2ccccc21 (configuration not stated) | ? | -2% | -1% | 0 | 2% | -2% | 4% | 5% | -0.1% | -8% | -1%
COc1ccc(C(=O)NC(=O)COC(=O)c2ccc(C)o2)cc1 | 0% | -9% | 1% | 7 | -7% | 1% | 19% | 1% | 0.0% | 6% | -1%
CCOc1nonc1C(=N)/C(C(C)=O)=C(\C)O | -1% | 1% | 4% | 9 | 2% | 0% | ? | 4% | 0.5% | -22%[15.4 µM] | -2%
COC(=O)c1ccc(C(=O)Nc2cc(Cl)ccc2Cl)cc1NC(=O)c1ccc(N(C)C)cc1 | -1% | 6% | -2% | 12 | 2% | -8% | -2% | 5% | -0.2% | 2% | -5%
Cc1cc(C(F)F)n2nc(C(=O)Nc3cccnc3Cl)nc2n1 | -5% | 1% | -5% | 10 | 1% | -2% | 8% | 0% | -0.2% | 10% | -4%
CCCc1cc(C(=O)Nc2cccnc2Cl)no1 | -26% | 1% | -2% | -14 | 8% | 3% | ? | 10% | -0.1% | -4% | -10%
Cc1ccc(-c2cn3cccnc3n2)cc1NC(=O)c1ccc(Br)o1 | ? | . | -1% | 9 | 0% | -4% | -7% | 4% | -0.1% | -7% | -5%
Cc1ccc(-n2nc(C)c3c2OC(N)=C(C#N)C3c2ccoc2)cc1 (configuration not stated) | ? | -6% | -2% | 24 | -9% | -17% | ? | -6% | 3.4% | 28%[15.4 µM] | 0%
O=C(CCN1C(=O)/C(=C/c2cccs2)SC1=S)NNC(=O)c1cccc(O)c1 | ? | -3% | . | 25 | ? | -1% | ? | 6% | 0.0% | 26% | ?
CC(C)(C)OC(=O)NCc1ccc(NC(=O)c2nc[nH]c2C(=O)N[C@@H](Cc2ccccc2)C(=O)OCc2ccccc2)cc1 | -6% | 18% | 1% | 8 | -1% | -12% | ? | 3% | -0.2% | -14% | -2%
O=C(O)c1ccc(N/N=C/c2cccc3nccnc23)cc1 | ? | -11% | 9% | -14 | -3% | 2% | ? | -2% | -1.0% | 8% | -6%
COc1ccc(NC(=S)N2CCN(c3ccc([N+](=O)[O-])cc3)CC2)cc1OC | 2% | -3% | 9% | 32 | 6% | -26% | 13µM* | 3% | 0.2% | 19% | -4%
CC(C)c1ccc(NC2CCCN(C(=O)C3=NN(C)C(=O)CC3)C2)cc1 (configuration not stated) | 0% | -2% | -3% | -4 | 0% | 1% | ? | 4% | -0.7% | 3% | 0%
Cc1ccc(CNC(=O)Cn2ccc3ccccc3c2=O)o1 | 2% | -6% | -2% | -4 | 4% | 11% | 22% | -3% | -0.2% | 16% | -2%
Cn1c(=O)c2c(ncn2CC(=O)NC2CCCCC2)n(C)c1=O | -1% | 8% | -13% | 13 | 3% | -1% | 11% | 0% | -0.7% | 11% | 0%

Part of the list above, field by field:
smiles: Cc1ccc(OCCNC(=O)c2cccc(C)c2)cc1
  BCR signal inh = 4% | uPA surface inh = 5% | TCR activator = -1% | TSHR antag = -2 | USP2a inh = 0% | Tb PFK block = 0% | ELG1 repair inh = 0% | Mito fusion act = 0% | B2AR arrestin = 0.4% | Eya2 inh = 12% | PTAP TSG101 blk = 1%

smiles: CC(=O)NC(CC(=O)OCc1ccc([N+](=O)[O-])cc1)c1ccccc1 (configuration not stated)
  BCR signal inh = -6% | uPA surface inh = -1% | TCR activator = -2% | TSHR antag = 6 | USP2a inh = 1% | Tb PFK block = 0% | ELG1 repair inh = 9% | Mito fusion act = 3% | B2AR arrestin = 0.2% | Eya2 inh = 12% | PTAP TSG101 blk = -1%

smiles: Cc1cccc(N(CC(=O)NC2CCCCC2)C(=O)c2c(C)noc2C)c1
  BCR signal inh = -1% | uPA surface inh = 7% | TCR activator = -1% | TSHR antag = -37 | USP2a inh = 2% | Tb PFK block = 0% | ELG1 repair inh = 11% | Mito fusion act = 0% | B2AR arrestin = -0.6% | Eya2 inh = 0% | PTAP TSG101 blk = -4%

(listing goes on)
SMILES | BCR signal inh | uPA surface inh | TCR activator | TSHR antag | USP2a inh | Tb PFK block | ELG1 repair inh | Mito fusion act | B2AR arrestin | Eya2 inh | PTAP TSG101 blk
COc1ccc(C(=O)OCC(=O)Nc2ccccc2)cc1[N+](=O)[O-] | ? | 7% | 1% | 26 | 1% | -2% | -19% | -1% | -0.1% | -6% | -1%
Cc1nc2ccccc2n1CSc1ccccc1 | ? | -9% | -4%[46.1 µM] | -14 | 0% | -1% | -2% | 2% | -0.4% | 5% | 1%
CC1=C(C(=O)Nc2ccc(C)cc2)C(c2cccs2)NC(=S)N1 (configuration not stated) | 7% | 4% | 7% | 15 | 1% | 4% | ? | 0% | 0.1% | 3% | 0%
Cc1cc(=O)oc2cc3c(cc12)OCCO3 | 0% | -2% | . | 6 | 2% | 0% | 5% | -3% | 0.4% | -1%[15.4 µM] | -8%
Cc1cc(NC(=O)CSc2nnc(-c3ccco3)n2C)no1 | 0% | -4% | -4% | 8 | 4% | 0% | 7% | 0% | 0.2% | 9% | -7%
Cc1ccc(CN2C(=O)N/C(=C\c3ccc(-c4ccc(C(=O)O)cc4C)o3)C2=O)cc1 | 4% | 7% | 4% | -11 | 5% | 1% | -1% | -2% | 0.3% | 7% | 0%
CC#CC[N+](C)(C)CC(=O)c1ccccc1 | -7% | -1% | 18% | 36 | -1% | 0% | 12% | -5% | 0.1% | -22% | -2%
Fc1ccccc1Cc1noc(CN2CCC(OCc3cccnc3)CC2)n1 | 9% | 2% | 1% | 5 | 2% | 4% | ? | 18% | 0.3% | -7% | 1%
O=C(NCC(=O)N1CCN(S(=O)(=O)c2cccc(F)c2)CC1)c1ccc(Br)o1 | -3% | 5% | 0% | 11 | -2% | 8% | 10% | -6% | 0.0% | 21% | -6%
CC(NC(=O)C(C)N1CCN(S(=O)(=O)c2ccccc2)CC1)c1ccccc1 (configuration not stated) | -1% | 0% | -4% | -12 | 1% | -3% | 0% | -3% | -3.0% | -9% | -6%
CC1CCCC(C)N1C(=O)Cn1cc(C#N)c2ccccc21 (configuration not stated) | 12% | 2% | . | 0 | 2% | -3% | 1% | 5% | -0.5% | -2% | -4%
